Compound activity deposited in PubChem by The Scripps Research Institute Molecular Screening Center.
phage Ecoli inh: growth loss of phage-infected E. coli, primary screen, RecBCD inhibitor project, absorbance, with phage, HTS; inhibition, % at 11.9 µM; hit rate 0.26% among 360,000; in the data active = inhibition above about 11%
Starred values were filed as active, the others as inactive; & = joins results of further samples. Some of the compounds tested; rates above refer to the full screens.

smiles	phage Ecoli inh
CCOC(=O)CC1(C)N(S(=O)(=O)c2ccc(C)cc2)c2ccccc2N1S(=O)(=O)c1ccc(C)cc1	3.0
CC(C)NC(=O)OC[C@@H]1CSCCS(=O)(=O)N1	-0.3
CC[C@@H]1Cc2[nH][nH]c(=O)c2[C@@H](c2ccc(Cl)cc2)O1	-1.2
CCc1nc2ccc(C(=O)NCCc3ccccn3)cn2c1N(C)CCC(C)C	-0.5
COc1cccc(-c2cnc(C(O)c3cc(C)cc(C)c3)[nH]2)c1 (stereo unspecified)	13*
Clc1ccccc1Nc1nc(NCc2cccs2)nc2ccsc12	2.4
CN(C)c1ccc(-c2csc(C(C)(O)c3cccc(F)c3)n2)cc1 (stereo unspecified)	2.7
CC(C)N(Cc1ccccc1)S(=O)(=O)c1n[nH]c(C(C)(C)C)n1	3.7
Fc1cccc(-c2cncc(N3CCN(CCN4CCCC4)CC3)n2)c1	2.9
CCCCN1CC(N2CCN(C3CCN(C)CC3)CC2)CS1(=O)=O (stereo unspecified)	4.4
O=C1COc2ccccc2C(c2nc3ccccc3[nH]2)N1Cc1ccccc1 (stereo unspecified)	3.2
CC(C)CNc1cccc2c1S(=O)(=O)N[C@H](C)CO2	5.2
Cc1cc(Cl)ccc1-c1nc(NCCN(C)C)nc2ccsc12	3.0
COC(=O)[C@]12C[C@H](CC(=O)NCc3ccc(OC)c(OC)c3)C(=O)N(Cc3ccccc3)C1=C[C@H](C(C)C)O[C@@H]2C1CC1	0.8
COc1ccccc1Cn1c(C)c(C(=O)NCc2ccc3c(c2)OCCO3)sc1=O	2.7
COc1ccccc1C(=O)Nc1nnc([C@H]2C[C@H](O)[C@@H](CO)O2)s1	1.6

No new results follow: an excerpt of the list.
smiles	phage Ecoli inh
O=C1COc2ccccc2C(c2nc3ccccc3[nH]2)N1Cc1ccccc1 (stereo unspecified)	3.2
CC(C)CNc1cccc2c1S(=O)(=O)N[C@H](C)CO2	5.2
Cc1cc(Cl)ccc1-c1nc(NCCN(C)C)nc2ccsc12	3.0
COC(=O)[C@]12C[C@H](CC(=O)NCc3ccc(OC)c(OC)c3)C(=O)N(Cc3ccccc3)C1=C[C@H](C(C)C)O[C@@H]2C1CC1	0.8
COc1ccccc1Cn1c(C)c(C(=O)NCc2ccc3c(c2)OCCO3)sc1=O	2.7
COc1ccccc1C(=O)Nc1nnc([C@H]2C[C@H](O)[C@@H](CO)O2)s1	1.6

The list continues.
smiles	phage Ecoli inh
COc1ccc(C(C(=O)c2ccccc2)c2ccccc2)cc1 (stereo unspecified)	2.1
Nc1ncnc2c1ncn2[C@@H]1O[C@H](C(=O)Nc2ccc(C(=O)N3CCCCC3)cc2)[C@@H](O)[C@H]1O	2.8
CCCCCc1c(-c2cccc(Br)c2)ncn1CCc1ccccc1OC	0.1
O=C1NC[C@H](CCCCN2C[C@H](Cc3ccc(O)cc3)N(CCc3ccccc3)C(=O)C2=O)N(CCC2CCCCC2)C1=O	0.2
Cn1c(NCCOc2ccccc2)nc2cc(-c3ccc(F)cc3)sc2c1=O	-0.1
COc1ccc(-c2cncc3nccn23)cc1OC	3.0
C#CCNC(=O)C[C@@H]1C[C@@]2(C(=O)OCC)CCC=C2N(CCC2=CCCCC2)C1=O	3.0
COC(=O)C(C(=O)OC)c1ccccc1NS(=O)(=O)c1c(C)cc(C)cc1C	2.3&3.8
C=CCN=C1NC(c2ccccc2)C(C(=O)OC)=C(C)N1Cc1ccc(C(F)(F)F)cc1 (stereo unspecified)	3.5
CCCc1ccc(C(O)c2ncc(-c3ccccc3C)[nH]2)cc1 (stereo unspecified)	3.7
O=C(Nc1ccc2c(c1)OCO2)c1cc(C2CCCCN2S(=O)(=O)Cc2ccccc2)on1 (stereo unspecified)	0.5
O=C(N[C@H](C(=O)N1CCC[C@H]1C(=O)NCCc1ccccc1Cl)c1ccccc1)c1cccs1	3.0
COCCN1C[C@@H](CO)O[C@@H](n2cnc3c(NC4CCC4)ncnc32)C1	1.6
CN(C)c1ncnc2c1ncn2[C@H]1CN(Cc2ccccc2)C[C@@H](CO)O1	-0.1
O=C(/C=C/[C@H]1O[C@@H](n2ccc(=O)[nH]c2=O)[C@H](O)[C@@H]1O)NCCCc1ccccc1	2.0
CCCCCCN1CCN(C2CN(Cc3cn(Cc4ccc(Cl)cc4)nn3)S(=O)(=O)C2)CC1 (stereo unspecified)	1.9

Some values from the entries so far.
CC[C@@H]1Cc2[nH][nH]c(=O)c2[C@@H](c2ccc(Cl)cc2)O1 in phage Ecoli inh is listed with -1.2
COC(=O)C(C(=O)OC)c1ccccc1NS(=O)(=O)c1c(C)cc(C)cc1C in phage Ecoli inh is listed with 2.3&3.8
CCCCN1CC(N2CCN(C3CCN(C)CC3)CC2)CS1(=O)=O (stereo unspecified) in phage Ecoli inh is listed with 4.4
CN(C)c1ccc(-c2csc(C(C)(O)c3cccc(F)c3)n2)cc1 (stereo unspecified) in phage Ecoli inh is listed with 2.7
Cc1cc(Cl)ccc1-c1nc(NCCN(C)C)nc2ccsc12 in phage Ecoli inh is listed with 3.0
CCc1nc2ccc(C(=O)NCCc3ccccn3)cn2c1N(C)CCC(C)C in phage Ecoli inh is listed with -0.5

Carrying on:
smiles	phage Ecoli inh
CCc1nc2c(OCc3ccc(C(F)(F)F)cc3)cccn2c1N(C)C(=O)C(C)C	-1.4
Cc1cc(N2CCN(C(=O)OC(C)(C)C)C[C@H]2C)ccc1N1CCN(Cc2ccccc2)[C@H](C)C1	7.3
COCCNC(=O)C1(C)CCCN(Cc2cc(C)ccc2C)C1 (stereo unspecified)	1.8
CCCCN1CC(COCc2ccccc2)Oc2cccc(Oc3ccc(F)cc3OC)c2S1(=O)=O (stereo unspecified)	-1.4
COc1ccncc1-c1csc(C(O)c2ccccc2)n1 (stereo unspecified)	1.8
CCCCCNC(=O)C1C(=O)Nc2ccccc2C(=O)N1c1c(C)cccc1C (stereo unspecified)	2.0
c1ccc(COc2cccc(-c3cc4nc(NCc5ccc6c(c5)OCO6)ccn4n3)c2)cc1	-0.8
OC[C@H]1O[C@@H](c2nc(-c3nc(-c4ccc(F)cc4)no3)cs2)[C@H](O)[C@@H](O)[C@H]1O	-0.1
NC(Cc1ccc(C(F)(F)F)cc1)c1csc(NC(=O)Nc2ccccc2)n1 (stereo unspecified)	1.9
Brc1ccc(-c2ccc3c(n2)CCCN3Cc2ccccn2)cc1	2.6
Cc1ccc2nc(-c3ccccc3)c(Cc3ccccn3)n2c1	3.9
CC[C@H](C)/C=C(C)/C=C/c1cc2c(cn1)C(=O)[C@@](C)(OC(C)=O)C(O)=C2Cl	4.0
Cc1ccc(CN2C(=O)C(Cc3ccccc3)Nc3ncnc(N4CCOCC4)c32)cc1 (stereo unspecified)	1.2
O=c1ccn([C@@H]2O[C@H](CNCc3ccccc3)[C@@H](O)[C@H]2O)c(=O)[nH]1	0.9
Cc1ccc(OCCN2CCC2(C)C(=O)Nc2ccc3c(c2)OCO3)cc1 (stereo unspecified)	2.1
CN1C(=O)C(Br)(Br)CC1c1cccnc1 (stereo unspecified)	2.1
O=C(Nc1ccc(F)cc1)C(c1ccnc2ccccc12)N1CCN(c2cccc(C(F)(F)F)n2)CC1 (stereo unspecified)	3.2
CC(=O)c1cccc(NC(=O)C2(C)Cc3c(-c4cccc(C(N)=O)c4)ccnc3O2)c1 (stereo unspecified)	-0.3
CCOC(=O)CCCCCC(=O)Nc1ccc2c(c1)C(=O)N([C@H](C)CO)C[C@@H](C)[C@@H](CN(C)S(=O)(=O)c1ccc(C)cc1)OCCCC[C@H](C)O2	-0.7
Cc1nc2cc(Oc3nc(NCCN(C)C)nc4ccsc34)ccc2s1	1.4
Cc1ccc(Cn2cc(CN3CC(N4CCCC4)CS3(=O)=O)nn2)cc1 (stereo unspecified)	1.4
CC(=O)C(=Cc1ccc(-c2ccccc2)cc1)C(=O)c1ccccc1	-1.2
COc1cc(-c2noc(CCC(N)=O)n2)cc(OC)c1OC	4.6
CCCCCCCCN1C(=O)[C@H](CC(=O)NCc2cccc3ccccc23)C[C@@]2(C(=O)OC)CC(C)(C)CC=C12	0.8
COc1ccccc1NC(=O)C1=C(C)NC(SCC(=O)c2ccc(C)cc2)=C(C#N)C1c1ccco1 (stereo unspecified)	2.6
COc1ccc(CN(C)C(=O)[C@H]2O[C@@H](n3cnc4c(N)ncnc43)[C@H](O)[C@@H]2O)cc1OC	2.6
COc1cccc(-c2ccc(CN3C(C(C)C)C(=O)N(Cc4cn(CCC5OCCO5)nn4)CCS3(=O)=O)cc2)c1OC (stereo unspecified)	0.4
Cc1ccc(-c2csc(C(O)(c3ccccc3)C(F)(F)F)n2)cc1C (stereo unspecified)	3.3
O=C(Nc1cccc(Cc2ccccc2)c1)Nc1ccc2nc([C@@H]3O[C@H](CO)[C@@H](O)[C@H](O)[C@H]3O)[nH]c2c1	2.0
COc1ccc(C(C)(NC(C)=O)c2nc(-c3cccc4cccnc34)cs2)cc1 (stereo unspecified)	-1.0
CCC(c1nnnn1-c1ccc2c(c1)OCCO2)N1CCc2ccccc2C1 (stereo unspecified)	3.6
Nc1ncnc2c1ncn2[C@@H]1O[C@H](C(=O)N[C@@H](CCc2ccccc2)C(=O)N2CCN(C(=O)C(F)(F)F)CC2)[C@@H](O)[C@H]1O	0.8

The results go on.
SMILES | phage Ecoli inh
CC(=O)c1sc(Nc2ccc(Oc3ccccc3)cc2)nc1C | 2.6
O=C1NC[C@H](CCCCN2C[C@H](Cc3ccccc3)N(CCc3ccc(O)cc3)C(=O)C2=O)N(CCC2CCCCC2)C1=O | 0.2
C=CCN(CC=C)C[C@@H]1CSCCS(=O)(=O)N1 | 1.8
Fc1ccc(-c2nc3c(Cl)cc(C(F)(F)F)cn3c2Cc2ccccc2)cc1 | 1.8
Cc1cccnc1C(NC(=O)C1CCN(CCOc2ccc(F)cc2)CC1)c1ccc(F)cc1 (stereo unspecified) | -0.2
COC(=O)[C@@]1(Cc2ccc(F)cc2)[C@H]2c3cc(C(=O)N4CCCC4)n(C[C@H](O)CO)c3C[C@H]2CN1C(=O)c1ccccc1 | 0.6
Cc1ccc(F)c(S(=O)(=O)NC(=O)C2(C)CCN2C(=O)Cc2ccsc2)c1 (stereo unspecified) | 1.6
CCCc1c(-c2cccc(F)c2)ncn1Cc1ccccc1OC | 0.1
c1cc(-c2cc3nc(NCC4CC4)ccn3n2)ccc1OCCN1CCOCC1 | 3.1
Cc1cccc(C)c1NC(=O)C(CCc1ccccc1)N1CCC(c2ccccc2)CC1 (stereo unspecified) | -0.6
CCNC(=O)C1CCCN(C(=O)c2cccc(C#N)c2)CC1 (stereo unspecified) | 1.2
COc1ccc(CN2C(=O)CN(S(C)(=O)=O)CC2(C)C(=O)Nc2ccc3c(c2)OCCO3)cc1OC (stereo unspecified) | 1.2
COc1cccc(C(C)(O)c2nc(-c3cccc(C(C)C)c3)cs2)c1 (stereo unspecified) | 3.0
O=C(CC[C@H]1O[C@@H](n2ccc(=O)[nH]c2=O)[C@H](O)[C@@H]1O)NCCc1c[nH]c2ccccc12 | 0.6
Cc1cc(Cl)ccc1-c1nc(NCc2ccccc2)nc2ccsc12 | 2.5
CCCc1nc2c3ccccc3ccn2c1CC1CCCCC1 | 0.4
CC(C)C[C@H]1CN(CCCC[C@@H]2CNC(=O)C(=O)N2CCc2ccccc2)C(=O)C(=O)N1CCc1ccccc1 | 3.1
CCc1nc2c(OCCOc3ccccc3)cccn2c1N(C=O)Cc1ccc(OC)cc1 | 1.9
CCN(CC)c1ncnc2c1ncn2[C@H]1CN(Cc2ccc3c(c2)OCO3)C[C@@H](CO)O1 | -2.3
CN(Cc1cn(Cc2ccccc2)nn1)C1CN(Cc2cn(Cc3ccccc3)nn2)S(=O)(=O)C1 (stereo unspecified) | 0.0
CC1(C(=O)NS(=O)(=O)c2cccc(Cl)c2)CCN1C(=O)C/C=C/c1ccccc1 (stereo unspecified) | 1.6
Cc1cccc(C)c1NC(=O)C1c2ccccc2OCC(=O)N1CCc1c[nH]c2ccccc12 (stereo unspecified) | 1.0
COc1ccc(-c2cnc3c(NC(C)=O)cc(-c4ccc(S(C)(=O)=O)cc4)cn23)cc1OC | 3.9
O=C1NC(Cc2cnc[nH]2)C(=O)N2CCCC12 (stereo unspecified) | 3.7
CCCCc1c(-c2ccccc2OC)ncn1CCc1ccc(Cl)cc1 | -1.7
Cc1cccc(C)c1-n1nnnc1C1(C)CCC(=O)N1Cc1ccc(F)cc1 (stereo unspecified) | 0.7
CCCCNC(=O)C[C@@H]1C[C@@]2(C(=O)OCC)CCCC=C2N(Cc2ccc3c(c2)OCO3)C1=O | 2.3
COc1cc(C(O)c2nc(-c3cccc(F)c3)cs2)ccc1F (stereo unspecified) | 2.9
O=C1NC[C@H](CCCCN2C[C@H](Cc3ccccc3)N(CCC3CCCCC3)C(=O)C2=O)N(CCC2CCCCC2)C1=O | -2.8
CCCS(=O)(=O)NC(=O)C1(C)CCCN(C(=O)c2ccc(OC)cc2)C1 (stereo unspecified) | 4.2
O=C(/C=C/[C@H]1O[C@@H](n2cnc3c(NC(=O)c4ccccc4)ncnc32)[C@H](O)[C@@H]1O)NCC(c1ccccc1)c1ccccc1 | 2.0
CCCc1cnc(Nc2nc(C(N)Cc3ccc(C(F)(F)F)cc3)cs2)nc1 (stereo unspecified) | 2.9
COc1cccc(C(=O)NCC[N+](C)(C)C)c1 | 1.3
COc1ccc(NC(=O)C2C(c3ccc4c(c3)OCO4)=Nc3ccccc3N2C(=O)c2cccc(C(F)(F)F)c2)cc1 (stereo unspecified) | 1.6
CC(=O)c1ccc(N2C(=O)C3C(C2=O)C(C(=O)c2ccc(Cl)cc2)N2CCCC32)cc1 (stereo unspecified) | -2.0
O=S1(=O)CC(N2CCCC2)CN1Cc1cn(Cc2ccccc2)nn1 (stereo unspecified) | 1.7
Cn1ccc2c(N3CCOCC3)cc3c(c21)C1CCC3O1 (stereo unspecified) | 2.8
CCOc1ccc(Cl)cc1-c1cc(C(=O)Nc2cc(OC)c(OC)c(OC)c2)[nH]n1 | 2.5
COc1ccc(NC(=O)C2(C)CCN2Cc2cccc(OC)c2F)cc1OC (stereo unspecified) | 2.2
Cc1ccc(NC(=O)c2cc(-c3cc(Cl)ccc3C)n[nH]2)cc1NS(C)(=O)=O | 4.0
O=C(O)Cn1nncc1-c1ccc(C(F)(F)F)cc1 | 1.6
O=c1[nH]c(=S)[nH]c2c1C(c1ccc(F)cc1)OC(CCc1ccccc1)C2 (stereo unspecified) | 4.3
